Source: PubChem BioAssay (The Scripps Research Institute Molecular Screening Center)
MITF inh – MITF inhibitors, primary screen, biochemical, AlphaScreen, human; Microphthalmia-associated transcription factor (Homo sapiens), O75030; AlphaScreen MITF homodimerization, bead proximity signal; inhibition, % at 2.6 µM; 0.91% of 650,000 active; AID 1259374, 2018; in the data active means inhibition above about 50%;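 further: 0% = vehicle wells with protein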
Target sequence (O75030 whole entry, looked up): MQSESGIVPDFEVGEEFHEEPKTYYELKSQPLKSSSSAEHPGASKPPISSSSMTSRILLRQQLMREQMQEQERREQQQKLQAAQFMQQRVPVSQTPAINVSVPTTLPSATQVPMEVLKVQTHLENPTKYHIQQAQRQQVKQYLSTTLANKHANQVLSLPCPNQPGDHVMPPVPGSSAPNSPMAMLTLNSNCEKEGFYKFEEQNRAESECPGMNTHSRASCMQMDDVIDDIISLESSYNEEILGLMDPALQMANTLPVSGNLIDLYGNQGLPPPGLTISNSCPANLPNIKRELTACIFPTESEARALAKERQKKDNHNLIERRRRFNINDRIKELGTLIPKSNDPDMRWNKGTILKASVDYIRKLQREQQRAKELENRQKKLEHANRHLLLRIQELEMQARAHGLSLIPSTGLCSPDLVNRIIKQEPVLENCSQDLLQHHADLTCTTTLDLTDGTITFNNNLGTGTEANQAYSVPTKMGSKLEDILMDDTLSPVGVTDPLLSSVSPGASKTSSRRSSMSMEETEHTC
FBW7 activator – FBW7 E3 ligase activators, primary screen, biochemical, AlphaScreen, human; F-box/WD repeat-containing protein 7 (Homo sapiens), Q969H0; AlphaScreen FBW7–phospho-cyclin E peptide binding, activator screen; normalized activity (activation), % at 26.1 µM; 0.13% of 650,000 active; in the data active means normalized activity above about 1.9%;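 further: purified mutant Fbw7 with reduced substrate affinity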
GPR151 ag – activators of human GPR151, primary screen, cell-based, PathHunter beta-arrestin, luminescence; G-protein coupled receptor 151 (Homo sapiens), Q8TDV0; PathHunter beta-arrestin GPR151 cells; activation, % at 11.2 µM; 1% of 650,000 active; AID 1508602, 2020; in the data active means activation above about 4.9%;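 further: 0% = median of compound wells and 100% = cells with positive control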
Target sequence (Q8TDV0 whole entry, looked up): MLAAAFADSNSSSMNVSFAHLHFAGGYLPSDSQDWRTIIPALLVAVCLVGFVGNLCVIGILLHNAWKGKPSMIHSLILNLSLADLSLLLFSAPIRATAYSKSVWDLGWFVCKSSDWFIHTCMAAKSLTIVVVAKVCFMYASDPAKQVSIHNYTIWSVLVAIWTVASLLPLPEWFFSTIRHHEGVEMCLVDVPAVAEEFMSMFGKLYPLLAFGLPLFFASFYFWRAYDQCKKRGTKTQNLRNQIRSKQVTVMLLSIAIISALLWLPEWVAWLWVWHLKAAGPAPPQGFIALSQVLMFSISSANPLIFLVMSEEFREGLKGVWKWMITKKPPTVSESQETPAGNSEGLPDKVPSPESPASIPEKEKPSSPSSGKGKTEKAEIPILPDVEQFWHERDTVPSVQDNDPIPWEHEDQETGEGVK
TEAD-YAP block – TEAD-YAP interaction inhibition, primary screen, TEAD-YAP interaction inhibitor project, luminescence, HEK-TIYL cells; 1.4% of 640,000 active; TEAD-Gal4/YAP UAS-luciferase luminescence; AID 1259422, 2018; inhibition, % at 9.12 µM; in the data active means inhibition above about 32%;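 further: 0% = median of test compound wells and 100% = reference inhibitor wells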
* hit, by the source's call; & = joins results of further samples.

SMILES	MITF inh	FBW7 activator	GPR151 ag	TEAD-YAP block
CCN=C(NS(=O)(=O)c1ccc(Cl)cc1)c1ccc(F)cc1	2	-0.3	0.0	1
COc1ccccc1NC(=O)c1noc2c1COc1ccc(C)cc1-2	-6	0.0	0.8	6
COC(CNC(=O)c1cc(Nc2cc(C)cc(C)c2)nc2ccccc12)OC	-2	0.1	-0.1	-12
CC(=O)c1cccc(NC(=O)COc2ccc(S(=O)(=O)NC(C)C)cc2)c1	-7	-0.2	-1.3	7
COc1cccc(C(=O)COC(=O)Cc2ccc(OC)c(Br)c2)c1	-10	0.1	-1.0	-9
COc1cc(C=O)cc(Br)c1OC(C)=O	12	0.6	-0.9	-6
O=C(CSc1nc2c(c(=O)n1-c1ccccc1)SCC2)Nc1cccc(F)c1	-7	-0.2	0.3	-1
CCNC(=O)N1CCC(Oc2cccc(-c3cccnc3)c2)CC1	1	-0.2	-2.2	1
CN1CCCCC1=Nc1cc(N(C)C)nc2ccccc12	-7	0.0	3.2	6
COc1ccc(OC)c(NC(=O)Cn2c(CCC(=O)O)ccc2-c2cccs2)c1	6	0.3	-1.3	13
COc1ccc(CN2CCN(CCOCCO)CC2)cc1OC	1	0.0	-0.4	-1
COc1ccc(OC)c(C2CC(=O)NC3=C2C(=O)CC(C)(C)C3)c1 (stereo not given)	-6	-0.1	-0.5	14
CC(C)CN1C(=O)/C(=C/c2c(NCC3CCCO3)nc3ccccn3c2=O)SC1=S (stereo not given)	22	0.1	1.4	-2
COc1ccc(NC(=O)c2cnn3c(C(F)(F)F)cc(-c4ccco4)nc23)cc1	8	0.0	1.8	-3
COC(=O)c1sccc1NS(=O)(=O)c1ccc([N+](=O)[O-])cc1	-12	-0.1	-1.0	4
O=C(O)/C=C/C(=O)N1CCN(C(=O)/C=C/C(=O)O)CC1	14	-0.1	0.0	-2
Cc1ccc2c(c1)c(=O)c1ccccc1n2CC(=O)NCc1ccc(Cl)cc1	-6	-0.1	1.0	-9
COc1cc(OC)nc(Oc2cccnc2/C=N/NC(=O)Nc2ccccc2)n1	6	-0.1	-0.8	-3
O=C1C2C3C=CC(C3)C2C(=O)N1NC(=O)C12CC3CC(CC(C3)C1)C2 (stereo not given)	16	0.8	-0.7	-3
CCNc1nc(C(=O)NCCc2ccc(OC)cc2)cs1	-7	0.1	-2.7	4
COc1cc(/C=C2/C(=O)NN(c3ccccc3)C2=O)cc(Cl)c1OC	-15	-0.1	0.4	-3
O=C(Nc1nnc(CCc2ccccc2)s1)c1ccc(Cl)c(Cl)c1	-1	-0.1	-0.6	1
Cn1ccnc1N1CCN(Cc2cccnc2)CC1	19	0.2	-0.7	6
Cc1ccc(S(=O)(=O)CC(=O)Nc2cccc(Cl)c2C)cc1	16	0.5	-0.9	7
CCn1c(=O)c2c(nc3n(CC)c(C)cn23)n(C)c1=O	-3	0.0	0.7	7
COc1ccc(CN2CCCC(CO)C2)c(C)c1C (stereo not given)	4	-0.1	1.3	7
CN1C(=O)C(=Cc2ccc(O)c(Cl)c2)C(=O)N(C)C1=O	14	0.1	0.9	-2
CN(C)c1ccc(/C=N\NC(=O)Cc2cccn2C)cc1	-16	-0.1	-0.9	-15
Cc1sc2nc[nH]c(=O)c2c1-c1ccc(Cl)cc1	0	0.0	2.0	4
CCCc1nc2cccnc2n1C1CCN(C(=O)C(C)c2n[nH]c(=O)c3ccccc23)CC1 (stereo not given)	8	0.3	0.2	2
O=C(Cn1c(N2CCN(c3ncccn3)CC2)nc2ccccc21)c1ccccc1	1	-0.3	0.2	1
O=C(CCc1nc(-c2ccccc2F)no1)NCCN1CCN(Cc2ccccc2)CC1	0	-0.1	-0.2	10
O=C1c2cccc([N+](=O)[O-])c2C(=O)N1c1ccc(Br)cc1Br	6	0.2	0.3	5
CCOc1ccc(CCNC(=O)c2cccc3c2SCCC3=O)cc1OCC	-4	0.0	-1.2	1
O=c1c(=O)n(Cc2ccc(Cl)cc2)ccn1Cc1ccccc1	8	0.9	-1.0	5
OC1(c2ccc3c(c2)OCCO3)CN(c2ccccc2)C2=[N+]1CCCCC2 (stereo not given)	7	-0.1	-0.5	10

Overlap with the part before: 2 entries; new compounds follow.
SMILES	MITF inh	FBW7 activator	GPR151 ag	TEAD-YAP block
O=c1c(=O)n(Cc2ccc(Cl)cc2)ccn1Cc1ccccc1	8	0.9	-1.0	5
OC1(c2ccc3c(c2)OCCO3)CN(c2ccccc2)C2=[N+]1CCCCC2 (stereo not given)	7	-0.1	-0.5	10
CC[C@H](C)[C@@H]1NC(=O)[C@H]2CN(CC(C)C)CCN2C1=O	-33	-0.1	1.2	-8
CCOc1ccc(NC(=O)CSc2nnc(-c3cccc(N)c3)n2C)cc1	8	0.1	-0.7	22
COC(=O)c1ccc(NC(=O)CC2C(=O)N(C)C(=S)N2Cc2ccc(S(N)(=O)=O)cc2)cc1 (stereo not given)	16&-6	-0.1&-0.1	0.3&-0.9	10&-5
COc1ccccc1S(=O)(=O)NCCc1ccc(S(N)(=O)=O)cc1	9	0.2	-0.8	-4
CCOC(=O)c1ccc(NC(=O)c2ccc(NC(=O)C(C)(C)C)cc2)cc1	7	0.0	0.2	15
O=C(CSc1ncccn1)c1ccc2ccccc2c1	-19	0.1	-0.6	-22
COc1cccc(C(=O)/C=C/Nc2ccc(N(C)C)cc2)c1	11	-0.3	-0.5	-9
CCCOc1ccc(C(=O)Nc2cccc(-c3nc4ccccc4o3)c2C)cc1	15	1.1	2.2	-8
Cc1nc(N2CCC(NCC(C)(C)CO)CC2)nc2cc3c(cc12)CCC3	-3	0.0	-1.4	2
O=C(CCCn1c(=S)[nH]c2ccccc2c1=O)NCCC1=CCCCC1	0	-0.1	-0.4	9
COc1ccc(CNS(=O)(=O)c2ccc(F)c(C)c2)cc1	-1	0.0	1.5	1
CCCCc1ccc(NC(=O)CSc2nc(=O)n(CCCN(C)C)c3c2CCCC3)cc1	26	0.0	-2.6	2
COc1ccc(-c2cc(C(=O)Nc3cc(OC)c(OC)c(OC)c3)ccn2)cn1	-13	-0.2	-0.8	-4
Cc1ccc(C)c(NC(=O)CSc2nc3c(c(-c4ccco4)c2C#N)CCCC3)c1	5	0.8	0.2	0
COc1ccc(C2CC(=O)C3=C(C2)Nc2ccccc2N(C(=O)C(F)(F)F)C3c2cccc(F)c2)cc1 (stereo not given)	-16	-0.1	-0.4	6
CCOc1ccc(C2C(C(=O)OCCc3ccccc3)=C(C)NC3=C2C(=O)CCC3)cc1 (stereo not given)	-5	0.3	0.4	-11
Cc1ccccc1NC1c2ccccc2C(=O)N1Cc1ccco1 (stereo not given)	-2	-0.3	0.5	0
Cn1c2ccccc2n2c(=O)n(CC(=O)NCCCN3CCCC3=O)nc12	0	0.7	-0.8	8
Nc1nnc(SCC(=O)Nc2ccc3[nH]c(=O)[nH]c3c2)s1	2	0.0	-0.5	9
Cc1cc(C)nc(NC(=O)COc2ccccc2)c1	-6	-0.1	-0.2	-12
CCOc1cc(/C=C2/C(=N)N3N=C(C(C)C)SC3=NC2=O)cc(Br)c1OCc1ccccc1	9	0.2	0.4	-2
CCOc1cc(/C=C/c2ccccc2OC)cc(=O)c2c(C)oc(C)c12	3	-0.1	-0.5	7
CCOC(=O)N1CCN(C(=O)C2CN(C(=O)c3cccs3)C2)CC1	-11	0.0	-0.5	-3
CCOC(=O)C1=CN(C)C=C(C(=O)OCC)C1c1ccc(Br)cc1	-23	0.9	0.5	-1

Limited to FBW7 activator and TEAD-YAP block, for 2 of the compounds above:
mol | FBW7 activator | TEAD-YAP block
CCOc1ccc(C2C(C(=O)OCCc3ccccc3)=C(C)NC3=C2C(=O)CCC3)cc1 (stereo not given) | 0.3 | -11
Cc1ccccc1NC1c2ccccc2C(=O)N1Cc1ccco1 (stereo not given) | -0.3 | 0

Continuation:
SMILES	MITF inh	FBW7 activator	GPR151 ag	TEAD-YAP block
CN(C)C(=O)c1cccc2c1NC(C(=O)O)C1CC=CC21 (stereo not given)	50	-0.9	-1.1	-5
CCOC(=O)c1oc2ccccc2c1NC(=O)c1ccc(S(=O)(=O)N(CC)CC)cc1	5	0.2	-0.1	2
CCn1cc(CNC(=O)c2ccc([N+](=O)[O-])cc2)cn1	2	0.0	-0.3	0
COc1cccc(OCCOc2ccc(C)cc2C=O)c1	-3	0.1	0.3	-42
Nn1cnn2c(SCC(=O)Nc3ccccn3)nnc12	-4	-0.1	0.4	-6
COC(=O)CCCCC(=O)c1ccccc1N	-2	0.1	0.8	1
COc1cc(CN(C2=NS(=O)(=O)c3ccccc32)c2ccc(C)cc2)ccc1OC(=O)c1ccccc1F	0	0.0	1.1	0
Cc1ccc(NC(=S)N(CCCN2CCCCCC2)Cc2cccs2)cc1Cl	-1	-0.3	-0.7	-3
COc1ccc(-c2cc(-c3nnc(COC(=O)C4CC4)o3)c3ccccc3n2)cc1OC	-6	0.2	2.5	9
CC(=O)c1ccc(NC(=O)C2CC(=O)N(c3ccc(C(C)C)cc3)C2)cc1 (stereo not given)	16	0.3	-0.9	-4
Cn1c(=Nc2cccc(O)c2)sc2ccccc21	-5	-0.7	0.6	-37
C/C(=C\c1ccccc1)C1C(C#N)=C(N)OC2=C1C(=O)CC(C)(C)C2 (stereo not given)	-5	-0.1	-0.2	2
NC(=O)COc1ccc(NC(=O)c2ccccc2-c2ccccc2)cc1	1	-0.1	-0.2	-9
CSCCCNCc1c(C(=O)N2CCOCC2)nc2ccccn12	-8	-0.1	-0.5	-9
CCNC(=O)c1c(N)sc2c1CCCCC2	6	-0.1	1.9	10
CC(C)(CSc1nnnn1-c1ccccc1)NS(=O)(=O)c1ccc(Cl)cc1	3	0.1	-1.3	-5
CCOC(=O)c1nnn(-c2nc(N3CCCCC3)nc(N3CCOCC3)n2)c1C	-10	0.1	0.2	1
COC(=O)c1ccc(Oc2nc3ccccc3n3c(C)nnc23)cc1	-9	-0.2	1.1	1
CN(Cc1ccccc1)c1cc(=O)n(C)c(=O)n1Cc1ccc(F)cc1F	29	0.2	0.0	-7
O=C(OCc1ccc(F)cc1)C1CC(=O)N(c2cccc(Cl)c2)C1 (stereo not given)	-2	0.1	-0.6	11
COCc1cc(C)nc2sc(C(=O)Nc3ccccc3Cl)c(N)c12	7	0.1	-1.1	-15
CCOc1ccc2c(c1)-c1c(ssc1=S)C(C)(C)N2C(=O)c1cccc([N+](=O)[O-])c1C	8	-0.8	-0.9	-13
CCOC(=O)CCc1c(C)c2ccc(O)cc2oc1=O	-3	0.0	-0.5	-14
O=C(NCc1ccco1)C1COc2ccccc2O1 (stereo not given)	5	0.0	2.9	-5

One compound at a time (already shown). Order of values: MITF inh	FBW7 activator	GPR151 ag	TEAD-YAP block
COc1ccccc1S(=O)(=O)NCCc1ccc(S(N)(=O)=O)cc1 is listed as 9	0.2	-0.8	-4
CCCOc1ccc(C(=O)Nc2cccc(-c3nc4ccccc4o3)c2C)cc1 is listed as 15	1.1	2.2	-8
Cc1sc2nc[nH]c(=O)c2c1-c1ccc(Cl)cc1 is listed as 0	0.0	2.0	4

Continuation:
SMILES	MITF inh	FBW7 activator	GPR151 ag	TEAD-YAP block
Cn1c(N)c(S(=O)(=O)NCc2ccc(Cl)cc2)c(=O)n(C)c1=O	1	0.9	-0.3	2
COC(=O)C1CCN(Cc2ccc(OCC(O)CN(C)Cc3ccccc3)cc2)CC1 (stereo not given)	3	0.2	0.7	-3
COc1cccc(OC)c1C(=O)NCCNc1nc2cc3c(cc2cc1C#N)OCO3	-4	0.4	2.9	6
O=C(Nc1ccccc1[N+](=O)[O-])c1nc[nH]c1C(=O)NC1CCCCC1	4	0.5	0.5	-16
O=C(NCC1NCCc2ccccc21)C1CCCCC1 (stereo not given)	11	0.0	-0.4	1
COC(=O)C(NC(C)=O)(Nc1ccccn1)C(F)(F)F (stereo not given)	19	0.5	0.1	10
O=C(c1nc2ccc(Cl)cn2c1CN1CCC(O)CC1)N1CCCCCCC1	1	0.0	0.7	-5
O=C(/C=C/c1ccc(F)cc1)N1CCN(c2ncccn2)CC1	-6	0.1	-0.3	-5
O=C(Cn1c(=O)n(Cc2ccco2)c(=O)c2oc3ccccc3c21)Nc1ccc(F)cc1	0	-0.1	0.5	6
CCN(CC)c1ccc(C=NCCNS(=O)(=O)c2ccc(C)cc2)cc1	1	-0.1	0.1	14
O=C(NCc1ccccc1F)c1cnccn1	3	-0.3	0.5	4
O=C(c1ccc(N2CCC(NCc3ccc(-n4cccn4)cc3)CC2)cc1)N1CCOCC1	-6	-0.2	-0.2	8
CC1(C)NC(=O)N(CC2C(C)(C)C2(Cl)Cl)C1=O (stereo not given)	6	-0.1	-0.4	-11
COC(=O)c1sc(=S)n(-c2cccc(Cl)c2)c1N	0	-0.2	-0.6	-3
O=C(O)Cc1ccc(NC(=O)CCN2C(=O)c3ccccc3C2=O)cc1	-9	0.0	-0.4	-2
O=C(Nc1ccc2c(c1)oc1ccccc12)c1cc([N+](=O)[O-])ccc1Cl	-9	0.2	0.7	31
CC1(C)CC(=O)C2=C(C1)OC(c1ccc(F)cc1)C(C#N)=C2N (stereo not given)	0	-0.1	-1.5	9
O=C(/C=C/c1cccc([N+](=O)[O-])c1)c1ccccc1O	6	-0.2	-0.2	6
O=C(Nc1ccc2c(c1)oc1ccccc12)c1ccc(Cl)cc1Cl	6	0.1	0.0	-17
